High-throughput results as filed in PubChem.
L3MBTL1 inh – L3MBTL1 (human) inhibition. Q9Y468. AlphaScreen L3MBTL1–H3K9me1 peptide binding. Potency, µM (series often up to 57.1 µM), for the others: at the top dose activity, negative = inhibition, usual class: inhibitors. 230,000 tested, 0.66% active; active means well fitted inhibition curve with a large enough effect; further: nearly all actives have a fitted effect of over 60% in size
Target sequence (Q9Y468 whole entry, looked up): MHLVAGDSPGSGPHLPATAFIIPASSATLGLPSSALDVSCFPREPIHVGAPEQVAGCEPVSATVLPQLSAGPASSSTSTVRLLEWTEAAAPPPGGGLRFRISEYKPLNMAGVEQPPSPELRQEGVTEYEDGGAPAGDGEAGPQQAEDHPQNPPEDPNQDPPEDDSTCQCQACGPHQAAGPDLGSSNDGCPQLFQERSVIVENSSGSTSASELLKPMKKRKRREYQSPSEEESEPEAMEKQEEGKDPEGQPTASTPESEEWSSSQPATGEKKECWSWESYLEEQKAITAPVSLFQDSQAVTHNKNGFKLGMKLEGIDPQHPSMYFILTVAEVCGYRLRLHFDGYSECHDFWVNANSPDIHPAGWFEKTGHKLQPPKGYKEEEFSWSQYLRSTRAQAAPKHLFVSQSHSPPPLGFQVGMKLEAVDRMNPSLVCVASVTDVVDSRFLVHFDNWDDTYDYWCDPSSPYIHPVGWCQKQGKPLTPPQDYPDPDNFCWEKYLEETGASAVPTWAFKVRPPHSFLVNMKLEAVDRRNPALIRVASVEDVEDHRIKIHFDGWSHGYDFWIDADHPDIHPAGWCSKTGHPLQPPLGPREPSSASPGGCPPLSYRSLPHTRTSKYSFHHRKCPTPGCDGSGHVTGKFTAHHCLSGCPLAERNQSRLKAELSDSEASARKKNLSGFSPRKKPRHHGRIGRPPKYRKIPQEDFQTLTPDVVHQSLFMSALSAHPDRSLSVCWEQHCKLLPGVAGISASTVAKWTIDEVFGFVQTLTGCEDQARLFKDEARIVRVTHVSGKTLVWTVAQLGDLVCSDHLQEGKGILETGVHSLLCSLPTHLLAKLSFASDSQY
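AlphaScreen assay: L3MBTL1 (50 nM final) was preincubated 30 min at room temperature with biotinylated H3(1-15)K9me1 peptide (75 nM final), then 30 min with library compounds; streptavidin donor and nickel chelate acceptor beads (10 ug/mL final) added, 30 min dark.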
* = called active by the depositor; & = joins results of further samples; [ ] = another dose, or the depositor's remark. On the % scale 0 is the no-effect control and ±100 the full control effect; potency means the concentration at half of the fitted maximal effect. Some of the compounds tested; the hit share may differ from the screen's.

SMILES	L3MBTL1 inh
COc1cc(OC)c(C(=O)OC(C)C(=O)NCc2ccc3c(c2)OCO3)cc1OC (centres undefined)	6%
COC(=O)CN1C(=O)[C@H]2[C@@H](/C=C/c3ccccc3)N3C(=O)CN(Cc4ccccc4)C(=O)[C@@]3(C)[C@H]2C1=O	-6%
COc1ccc(-c2cc(CC3(C(=O)O)CCN(C(=O)OC(C)(C)C)CC3)on2)c(OC)c1	1%
CCN(Cc1cccs1)C(=O)CN1C(=O)NC(c2ccccc2)(c2ccccc2)C1=O	-3%
COCCNC(=O)c1cccc(OC2CCN(Cc3ccc(Cl)c(F)c3)CC2)c1	0%
Cc1cc2c(cn1)C(CCC#N)(CCC#N)c1ccccc1-2	-1%
NC1(C#Cc2ccc3oc(=O)c(-n4cc(C5(O)CCCCC5)nn4)cc3c2)CCCCC1	-6%
COc1cccc(CNC(=O)COC(=O)CNC(=O)c2ccc(-c3ccccc3)cc2)c1	-3%
COc1cccc(OC)c1C(=O)Nc1ccc(C(=O)c2ccncc2)cc1	-11%
Cc1cc(C)cc(-n2ccnc2SCC(=O)c2c(N)n(C3CC3)c(=O)[nH]c2=O)c1	0%
O=C(Cc1ccc(S(=O)(=O)N2CCOCC2)s1)NCC(=O)Nc1ccccc1Br	0%
O=C(COc1ccccc1F)Nc1ccc(N2CCOCC2)cc1N1CCOCC1	20%
CN(c1ccccc1)S(=O)(=O)c1ccc(C(=O)Nc2ccncc2)cc1	6%
O=c1c2ccccc2oc2cc(NCCCN3CCOCC3)ccc12	-4%
COc1ccc(CN2C[C@]3(CO)O[C@@H](CO)C[C@@H]3S2(=O)=O)cc1	5%
COc1cc2c(cc1OC)[C@@H](NC(=O)COc1ccccc1)[C@H](OCc1ccccc1)C2	-11%
O=C(N[C@H]1C/C=C\C[C@@H](CC(=O)N(CCO)Cc2ccccc2)C(=O)N[C@H](Cc2c[nH]c3ccccc23)COC1=O)OCC1c2ccccc2-c2ccccc21	-4%
CCN(C(=O)c1cc(S(=O)(=O)N2CCOCC2)cn1C)c1cccc(C)c1	2%
CCC(C)N(C(=O)COC(=O)C1CCN(S(=O)(=O)c2ccc(C)c(C)c2)CC1)C1CCS(=O)(=O)C1 (centres undefined)	-4%
NC(=O)CC[C@H](NC(=O)c1ccc(Cl)cc1)C(=O)NNC(=O)COc1cccc(Br)c1	2%
CCOc1ccc(NC(=O)CN(C)C(=O)c2cc([N+](=O)[O-])ccc2N2CCCCC2)cc1OCC	-11%
O=C(COC(=O)c1cc(S(=O)(=O)N2CCOCC2)ccc1Cl)NCc1ccccc1	4%
CC(C)N(C(=O)Cn1c(=O)oc2ccccc21)c1ccccc1	3%
CC(C)(CNC(=O)c1ccc(S(=O)(=O)Nc2ccccc2F)cc1)N1CCOCC1	-2%
CC#C[C@@H](CC)c1ccc2ccn(C)c2c1	42%[activator]
Cc1cccc(NC(=O)CN2CCN(C(=O)c3cccc(-n4cnnn4)c3)CC2)c1C	-4%
O=C(Nc1cccnc1)c1ccc(N2CCOCC2)c([N+](=O)[O-])c1	-7%
Cc1ccc(-c2nc3ncccc3o2)cc1NC(=O)C(C)C	-3%
COC(=O)C(Cc1c[nH]c2ccccc12)NC(=O)c1cccc(S(=O)(=O)N2CCCCC2)c1 (centres undefined)	-4%
CC(=O)Nc1ccc(NC(=O)C(C)OC(=O)c2cc(S(=O)(=O)N3CCOCC3)ccc2Cl)cc1 (centres undefined)	3%
CC(=O)N1C(C(=O)O)Cc2c([nH]c3ccccc23)C1C (centres undefined)	2%
Cc1ccc(-n2cc(CCCCCCCCC(=O)O)nn2)cc1	-9%
CC(C)C(NC(=O)c1ccc(F)cc1)C(=O)N1CCN(c2ccccn2)CC1 (centres undefined)	-1%
CC1=C(C(=O)OC(C)(C)C)C(c2ccc(Br)cc2)NC(=O)N1CCCC(=O)O (centres undefined)	8%
O=C(CC1CCCC1)Nc1cc(C(F)(F)F)ccc1-n1cncn1	3%
CN(C)S(=O)(=O)c1cccc(C(=O)Nc2ccc(C(=O)Nc3cccc(S(N)(=O)=O)c3)cc2)c1	-2%
CC(=O)Nc1cccc(NS(=O)(=O)c2c(C)noc2C)c1	-5%
OCC[C@H]1C[C@H](O)[C@@H](O)[C@@]2(OCc3ccccc32)O1	3%
Cc1ccc(Cn2nc(C)c(C(=O)NCC(c3ccc(F)cc3)N3CCOCC3)c2Cl)cc1 (centres undefined)	-9%
COc1ccc(-c2csc(N3CCC(C(N)=O)CC3)n2)cc1	-10%&-4%
COc1ccc(C(=O)N(Cc2ccccc2)c2cccc(C)c2)cc1S(=O)(=O)N1CCOCC1	9%
COc1ccc(-c2cc3ccc(OC(C)C(=O)O)cc3oc2=O)cc1 (centres undefined)	8%
CCc1cc(C(=O)N2CCN(S(=O)(=O)c3ccccc3F)CC2)sc1C	4%
COc1ccc(O)c(-c2nc(N)nc(N)n2)c1	10%
Cc1ccccc1CNC(=O)C(=O)NCC1CCCN1S(=O)(=O)c1ccccc1 (centres undefined)	-6%
NS(=O)(=O)OCC(Cc1ccccc1)N1C(=O)c2ccccc2C1=O (centres undefined)	1%
CN(CC(=O)Nc1ccc(Cl)cc1)C(=O)c1ccc(COc2ccccc2)cc1	3%
O=C(OCC(=O)N1CCOCC1)c1cc2ccccc2oc1=O	1%
O=C(Cc1cccc([N+](=O)[O-])c1)Nc1ccc(C(=O)N2CCCCC2)cc1	5%
CC(=O)N/C(=C\c1ccccc1)C(=O)OCC(=O)c1c(N)n(C)c(=O)n(C)c1=O	5%
Additional compounds follow.
SMILES	L3MBTL1 inh
O=C(c1ccc(-c2ccccc2Cl)o1)N1CCC1	-15%
Cc1cccc(NS(=O)(=O)c2cc3c(cc2C)N(C)CCO3)c1	-6%
COc1ccc(C2=CSC3=NCCN23)cc1OC	5%[2.29 µM]
COc1ccc(CC(=O)Oc2ccccc2C)cc1	31%[activator]
COc1ccc(-n2nnnc2CNC(=O)C(=O)c2c(C)[nH]c3ccccc23)cc1	3%
CC(=O)C[C@@H](O)CC(=O)[C@@H]1OC(=O)CCCCCCCc2ccccc21	28%
CCc1ccc(N(CC(=O)NC(C)C)C(=O)CCC(=O)Nc2ccccn2)cc1	37%[activator]
Cn1c(N)c(C(=O)COC(=O)CNC(=O)c2ccccc2F)c(=O)n(C)c1=O	3%
O=C(COC(=O)c1cc(=O)c2ccccc2o1)Nc1ccccc1F	4%
OC(C[n+]1ccccc1)c1ccccc1 (centres undefined)	-2%
CCOC(=O)C1CCCN(C(=O)c2ccc3[nH]c4c(c3c2)CC(C)CC4)C1 (centres undefined)	-13%
CC(C)C(NC(=O)c1c(F)cccc1F)C(=O)NNC(=O)c1ccccc1 (centres undefined)	-2%
N#Cc1ccsc1NC(=O)C1CC(=O)N(Cc2ccccc2)C1 (centres undefined)	-16%
O=C(COc1ccc(Cl)cc1)Nc1ccc2[nH]ncc2c1	1%
O=[N+]([O-])c1ccc(N2CCN(CC3CCCCC3)CC2)cc1	1%[2.29 µM]
CC(C)(C)C(=O)Nc1ccc(S(=O)(=O)NC2=NCCCCC2)cc1	-2%
Brc1cccc(OCCN2CCOCC2)c1	0%
CCOc1ccccc1NC(=O)C(C)SCc1ccccc1 (centres undefined)	16%
CC(C)(C)OC(=O)C[C@H]1C/C=C\C[C@@H](CC(=O)N[C@H](CO)Cc2ccccc2)C(=O)NCCOC1=O	-3%
Nn1c(SCC(=O)N2CCCC2=O)nnc1-c1cccs1	-1%

Next section; it opens with the two that closed the last part.
SMILES	L3MBTL1 inh
CC(C)(C)OC(=O)C[C@H]1C/C=C\C[C@@H](CC(=O)N[C@H](CO)Cc2ccccc2)C(=O)NCCOC1=O	-3%
Nn1c(SCC(=O)N2CCCC2=O)nnc1-c1cccs1	-1%
CCCCn1c(SCC(=O)Nc2ccc(C)c(S(=O)(=O)N3CCOCC3)c2)nnc1C(CC)N(C)C (centres undefined)	0%
C=CCn1c(SCC(=O)Nc2cc(C)on2)nnc1-c1ccccc1F	7%
COc1ccc(S(=O)(=O)N2CCCCCC2)cc1C(=O)Nc1ccc(C)cn1	5%
CC1CCC(NC(=O)C2COc3ccccc3O2)CC1 (centres undefined)	-11%
N#Cc1ccc(NC(=O)CSc2nc3[nH]c(=O)cc(O)c3s2)cc1	-14%
COc1ccc(CN([C@H](C)CO)S(=O)(=O)N(Cc2ccccc2)[C@H](CO)C(C)C)cc1	-3%
COc1ccc(C(=O)N2CCN(S(=O)(=O)c3ccc(Br)cc3)CC2)cc1	2%
O=Cc1cn(CCOc2ccccc2F)c2ccccc12	0%
CCCC(=O)Nc1nnc(CCc2ccccc2)s1	43%[activator]
Cc1cccc(N(C)C(=O)c2cc(S(=O)(=O)N3CCc4ccccc43)cn2C)c1	-9%
COc1ccc2nc(C)cc(N/N=C/c3ccc(F)cc3)c2c1	-2%
COCCOC(=O)c1c(NC(=O)COC(=O)c2ccc(C)o2)sc(C(N)=O)c1C	-5%
C=CCNC(=O)C1CCC(=O)N1S(=O)(=O)c1ccc(C)cc1 (centres undefined)	4%
C[C@H](NS(=O)(=O)c1ccc(Cl)cc1)C(=O)OCC(=O)N1CCOCC1	44%[activator]
O=C(CCNS(=O)(=O)c1ccccc1)NNC(=O)COc1ccccc1F	3%
CCCN(CC(=O)Nc1ccccc1C)C(=O)c1nn(CC)c(=O)c2ccccc12	0%
O=C(CNC(=O)c1ccc(N2CCCC2=O)cc1)Nc1ccc(F)c(F)c1F	6%
Cc1ccccc1NC(=O)c1cc(S(=O)(=O)N2CCOCC2)cn1C	6%
O=C(COc1ccc(-n2cnnn2)cc1)Nc1ccccc1OC(F)F	9%
CNC(=O)Cn1nc(-c2ccc(C)cc2)c2ccccc2c1=O	5%
CCOC(=O)C1=C(N)Oc2ccc3ccccc3c2C1c1cccc(O)c1 (centres undefined)	-10%
CN(CC(=O)Nc1ccccc1Cl)C(=O)COC(=O)c1ccc(S(=O)(=O)C(F)F)cc1	-2%
NC(=O)c1nn2c(C(F)(F)F)cc(-c3ccccc3)nc2c1Br	7%
COc1ccc(Cl)cc1NC(=O)COC(=O)C1CC1	6%
O=C(CSC(=S)N1CCCC1)N(Cc1nnc(-c2ccccc2Cl)o1)C1CC1	5%
CC(CCc1ccccc1)NC(=O)CCNS(=O)(=O)c1ccccc1C(F)(F)F (centres undefined)	6%
COCCCN(C(=O)CSCc1c(C)noc1C)c1c(N)n(Cc2ccccc2)c(=O)[nH]c1=O	-6%
Cc1ccc(NC(=O)C2CCCN(S(=O)(=O)c3ccc4[nH]c(=O)ccc4c3)C2)c(C)c1 (centres undefined)	2%
COc1ccc(N2C(=NC(=O)c3ccc(Br)cc3)SC3CS(=O)(=O)CC32)cc1 (centres undefined)	2%
Cc1noc(C)c1CSCC(=O)OCc1nnc(-c2ccc([N+](=O)[O-])cc2)o1	-5%
COc1cccc(COC(=O)CCNC(=O)c2ccc(Cl)cc2)c1OC	1%
CN(C(=O)c1ccc(NC(=O)Cc2ccc(NC(=O)C3CCN(C(=O)c4ccccc4)CC3)cc2)cc1)C1CC1	-6%
COc1ccc(C(CNC(=O)c2cc(S(=O)(=O)NCc3ccccc3)ccc2C)N2CCOCC2)cc1 (centres undefined)	-1%
COc1ccc(C(=O)Nc2nccs2)cc1	-4%[2.29 µM]
CCOC(=O)[C@H]1[C@H]2COc3ccc(C)cc3[C@@H]2N2C(=O)CN(Cc3ccc(Cl)cc3)C(=O)[C@@]12C	-6%
COc1ccc(/C=C/C(=O)Nc2ccc(S(=O)(=O)N3CCOCC3)cc2)c(OC)c1	-10%
CS(=O)(=O)N1CCC(C(=O)Nc2cccc(Cl)c2Cl)CC1	-1%
Cc1ccc(NC(=O)C(C)Sc2nnc(C3CC3)n2C2CC2)cc1S(=O)(=O)N1CCOCC1 (centres undefined)	-9%
CC(C)NC(=O)Nc1ccc2c(c1)C(=O)N([C@H](C)CO)C[C@H](C)[C@@H](CN(C)S(=O)(=O)c1ccccc1)O2	0%
Cc1ccccc1OCC(=O)Nc1cccc(S(=O)(=O)NC2=NCCC2)c1	-1%
CCN(CC(=O)Nc1ccc(NC(C)=O)cc1)C(=O)c1ccc(=O)n(C)n1	3%

Among those listed so far, 15 have a Cl atom.
SMILES	L3MBTL1 inh
COCCNC(=O)c1cccc(OC2CCN(Cc3ccc(Cl)c(F)c3)CC2)c1	0%
NC(=O)CC[C@H](NC(=O)c1ccc(Cl)cc1)C(=O)NNC(=O)COc1cccc(Br)c1	2%
O=C(COC(=O)c1cc(S(=O)(=O)N2CCOCC2)ccc1Cl)NCc1ccccc1	4%
CC(=O)Nc1ccc(NC(=O)C(C)OC(=O)c2cc(S(=O)(=O)N3CCOCC3)ccc2Cl)cc1 (centres undefined)	3%
Cc1ccc(Cn2nc(C)c(C(=O)NCC(c3ccc(F)cc3)N3CCOCC3)c2Cl)cc1 (centres undefined)	-9%
CN(CC(=O)Nc1ccc(Cl)cc1)C(=O)c1ccc(COc2ccccc2)cc1	3%
O=C(c1ccc(-c2ccccc2Cl)o1)N1CCC1	-15%
O=C(COc1ccc(Cl)cc1)Nc1ccc2[nH]ncc2c1	1%
C[C@H](NS(=O)(=O)c1ccc(Cl)cc1)C(=O)OCC(=O)N1CCOCC1	44%[activator]
CN(CC(=O)Nc1ccccc1Cl)C(=O)COC(=O)c1ccc(S(=O)(=O)C(F)F)cc1	-2%
COc1ccc(Cl)cc1NC(=O)COC(=O)C1CC1	6%
O=C(CSC(=S)N1CCCC1)N(Cc1nnc(-c2ccccc2Cl)o1)C1CC1	5%
COc1cccc(COC(=O)CCNC(=O)c2ccc(Cl)cc2)c1OC	1%
CCOC(=O)[C@H]1[C@H]2COc3ccc(C)cc3[C@@H]2N2C(=O)CN(Cc3ccc(Cl)cc3)C(=O)[C@@]12C	-6%
CS(=O)(=O)N1CCC(C(=O)Nc2cccc(Cl)c2Cl)CC1	-1%
